LDHA inh: qHTS assay for inhibitors of human lactate dehydrogenase | activity change, % (values are at about 110 or 230 µM) | purified LDHA, NADH/diaphorase-resazurin fluorescence; hits give low values | actives 0.15% (n = 480,000) | L-lactate dehydrogenase A chain (Homo sapiens), P00338; in the data active = activity change below about -30%; inconclusive = mostly about -25% to -30%;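 note: plate controls were DMSO wells for no effect and wells without enzyme for full effect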
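Human LDH5 (2 nM) was incubated with 0.06 mM NADH and 0.2 mM pyruvate for 5 min at room temperature in Tris pH 7.4. Remaining NADH was coupled through diaphorase/resazurin, and resorufin fluorescence was read at 0 and 20 min.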
USP1 inh: Inhibitors of USP1/UAF1: Primary Screen; recombinant USP1/UAF1, Ub-Rhodamine cleavage fluorescence; Ubiquitin carboxyl-terminal hydrolase 1 (Homo sapiens), O94782; Potency, µM (highest dose often 57.1 µM), without a hit: at the top dose activity change, negative = inhibition, hits mostly inhibitors; actives 0.23% (n = 390,000); AID 743255, 2014; note: potency is the fitted concentration of half-maximal effect; % is set by controls: 0 for no effect and ±100 for the full control effect; nearly all actives have a fitted effect of over 60% in size; inactives centre near -12
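High-throughput fluorogenic screen: 1nM USP1/UAF1 complex, Ub-Rho substrate 150nM final, 50mM HEPES pH 7.8 with 0.5mM EDTA, 0.1 mg/ml BSA, 1mM TCEP and 0.01% Tween-20.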
Vif-APOBEC3G blk: qHTS for Inhibitors of Vif-A3G Interactions: qHTS; actives 0.076% (n = 410,000); HeLa A3G-eYFP + Vif (tagged APOBEC3G with the HIV-1 protein that degrades it), YFP fluorescence, overnight; AID 602310, 2012; Potency, µM (doses to about 46.1 µM), inactives show top-dose activity, negative = active, most hits filed as inhibitors; DNA dC->dU-editing enzyme APOBEC-3G (Homo sapiens), Q9HC16;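 note: potency is the fitted concentration of half-maximal effect; % is set by controls: 0 for no effect and ±100 for the full control effect; nearly all actives have a fitted effect of over 60% in size; hits raise eYFP signal because A3G escapes Vif-driven loss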
Target sequence (Q9HC16 whole entry, looked up): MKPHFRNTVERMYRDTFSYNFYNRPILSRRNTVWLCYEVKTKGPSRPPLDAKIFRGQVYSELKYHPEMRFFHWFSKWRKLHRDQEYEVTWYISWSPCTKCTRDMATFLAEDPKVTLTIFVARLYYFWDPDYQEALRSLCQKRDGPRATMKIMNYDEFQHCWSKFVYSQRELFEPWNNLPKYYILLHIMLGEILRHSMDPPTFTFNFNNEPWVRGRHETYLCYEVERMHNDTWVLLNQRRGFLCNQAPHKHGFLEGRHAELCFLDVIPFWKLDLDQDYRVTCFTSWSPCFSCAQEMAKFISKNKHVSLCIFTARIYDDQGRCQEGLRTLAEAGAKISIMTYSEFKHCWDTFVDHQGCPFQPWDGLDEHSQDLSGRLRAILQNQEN
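Read-out is eYFP fluorescence (Ex 488/Em 500-530) from Vif-expressing HeLa A3G-eYFP cells; more signal means A3G escaped Vif-mediated degradation. Cells plated overnight, compound pinned in, incubated overnight at 37 deg C.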
RXFP1 ag: qHTS Assay for Agonists of the Relaxin Receptor RXFP1; Relaxin receptor 1 (Homo sapiens), Q9HBX9; HEK293T-RXFP1 cAMP TR-FRET, 30 min; response scale: percent of porcine relaxin response, buffer zero; Potency, µM (highest dose often 57.5 µM), inactives show at the highest dose activation, usual class: activators; actives 0.3% (n = 370,000); AID 2676, 2010; note: potency is the fitted concentration of half-maximal effect; % is set by controls: 0 for no effect and ±100 for the full control effect; nearly all actives have a fitted effect of over 60% in size; many of its hits are not listed in these tables
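HEK293T cells stably expressing RXFP1 were pretreated with the PDE4 inhibitor Ro 20174, exposed to compounds for 30 min at 37C, lysed, and cAMP was read by TR-FRET. Data normalized to buffer (basal) and 29 nM porcine relaxin (100%).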
TrxR1 substrate: qHTS Assay for Substrates of Mammalian Selenoprotein Thioredoxin Reductase 1 (TrxR1): qHTS. Thioredoxin reductase 1, cytoplasmic (Rattus norvegicus), O89049. AID 588456, 2011. actives 0.01% (n = 390,000). purified TrxR1 substrate turnover, NADPH consumption readout. Potency, µM (highest dose often 114 µM), without a hit: top-dose activity change, negative = substrate turnover; note: potency is the fitted concentration of half-maximal effect; % is set by controls: 0 for no effect and ±100 for the full control effect; nearly all actives have a fitted effect of over 50% in size
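Rat TrxR1, dispensed at 90 nM, was prereduced with 400 uM NADPH (final) for 5 min at ~22 deg C, then incubated with compound 15 min before 400 uM selenite. A first-read NADPH fluorescence drop versus no-compound background flagged substrates.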
Vif-A3F inh: qHTS for Inhibitors of Vif-A3F Interactions: qHTS | HeLa A3F-eYFP + Vif (tagged APOBEC3F with the HIV-1 protein that degrades it), YFP fluorescence increase | Potency, µM (series often up to 46.1 µM), for the others: at the highest dose activity, negative = active | actives 0.2% (n = 390,000) | AID 602313, 2012; note: potency is the fitted concentration of half-maximal effect; % of control where 0% means no effect; nearly all actives have a fitted effect of over 65% in size
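HeLa cells stably expressing A3F-eYFP plus Vif, plated and incubated overnight at 37 deg C, then exposed to compounds overnight at 37 deg C. Blocked degradation read as raised yellow fluorescence (Ex 488/Em 500-530).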
mIDH1 inhibitor: qHTS for Inhibitors of mutant isocitrate dehydrogenase 1 (IDH1): qHTS; Isocitrate dehydrogenase [NADP] cytoplasmic (Homo sapiens), O75874; IDH1-R132H enzyme, NADPH consumption, diaphorase/resazurin fluorescence; Potency, µM (titrated, usually from 76.6 µM), for the others: at the highest dose activity change, negative = inhibition, usual class: inhibitors; actives 0.093% (n = 390,000); note: potency is the fitted concentration of half-maximal effect; % is set by controls: 0 for no effect and ±100 for the full control effect; nearly all actives have a fitted effect of over 65% in size
Target sequence (O75874 whole entry R132H, stated change not applied): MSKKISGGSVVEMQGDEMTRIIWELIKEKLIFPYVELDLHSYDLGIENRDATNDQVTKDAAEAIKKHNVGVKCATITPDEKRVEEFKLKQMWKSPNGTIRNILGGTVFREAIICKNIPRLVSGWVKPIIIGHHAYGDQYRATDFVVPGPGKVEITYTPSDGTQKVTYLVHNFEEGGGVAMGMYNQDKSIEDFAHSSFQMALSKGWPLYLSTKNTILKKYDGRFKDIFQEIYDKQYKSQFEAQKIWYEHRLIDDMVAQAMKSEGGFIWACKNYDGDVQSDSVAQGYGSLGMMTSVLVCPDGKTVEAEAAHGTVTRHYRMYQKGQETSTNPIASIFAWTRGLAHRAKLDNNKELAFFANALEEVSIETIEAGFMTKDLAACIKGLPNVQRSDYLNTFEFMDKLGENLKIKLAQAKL
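IDH1-R132H (0.5 ug/mL) preincubated 30 min with compound, then NADPH (0.016 mM) and alpha-KG (2 mM) added; 80 min at RT, pH 7.5. Remaining NADPH coupled via diaphorase/resazurin to fluorescence (540/590 nm); concentration-response curves normalized to no-enzyme control.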
PI4K2A block: qHTS for small molecular inhibitors of PI4K2A; Phosphatidylinositol 4-kinase type 2-alpha (Homo sapiens), Q9BTU6; purified PI4K2A, ADP-Glo luminescence, 1 h; hits give low values; activity change, negative = inhibition, % at 76.9 µM; actives 0.13% (n = 420,000); AID 1346378, 2018; in the data active = activity change below about -50%; inconclusive = mostly about -30% to -49%;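 note: -100% = wells without enzyme as full effect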
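ADP-Glo luminescence measured ADP generated by PI4K2A enzyme (4 ug/mL before mixing) with 1.2 mM PI substrate (pre-mix) and 300 microM ATP (pre-mix). Tris pH7.5 buffer with MgCl2, Triton X-100; 1 h reaction at ambient temperature.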
Glioma ERSR ind: qHTS for Inducers of the Endoplasmic Reticulum Stress Response (ERSR) in Human Glioma: qHTS. U87-MG GRP78 promoter luciferase reporter, 16 h. Potency, µM, for the others: at the top dose activation, usual class: activators. actives 0.02% (n = 420,000). AID 602332, 2012; note: potency is the fitted concentration of half-maximal effect; series mostly up to about 76 µM; % of control where 0% means no effect; nearly all actives have a fitted effect of over 35% in size
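ERSR induction read as luciferase luminescence (Bright-Glo, 10 min at room temperature) in stably transfected human U87-MG glioma cells exposed to compounds for 16 h, using GRP78 as sensor.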
* = called active by the depositor; ? = inconclusive; nt = no result given; [ ] = remark or other dose. Unless noted, calls come from the whole dose curve; as a rule, active = well fitted curve in the direction sought with a large enough effect; inconclusive = small, poorly fitted or top-dose-only effect, or another doubt; inactive = no such curve, though single readings can be large; an effect the other way counts as inactive or inconclusive. Some of the compounds tested (hit frequency here may not be typical).

SMILES	LDHA inh	USP1 inh	Vif-APOBEC3G blk	RXFP1 ag	TrxR1 substrate	Vif-A3F inh	mIDH1 inhibitor	PI4K2A block	Glioma ERSR ind
CC(C)c1ccc(-c2noc(SCC(=O)N3CCCCC3C)n2)cc1 (stereo not drawn)	-1	-5%	1%	-0.9%	-7%[57.1 µM]	2%	-16%	-3	-1%
O=C(CN1C(=O)/C(=C2\SC(=S)N(C3CCS(=O)(=O)C3)C2=O)c2ccccc21)Nc1ccc(F)cc1 (stereo not drawn)	-5	-2%	-1%	1.3%	-4%[57.1 µM]	0%	5%	-5	-1%
COc1cc2c(cc1OC)C1=NC(=O)CN1C(SCc1ccccc1)=N2	0	-1%	0%	4.9%	28%[57.1 µM]	2%	2%	-2	-9%
COc1cc(Cl)c(C)cc1NC(=O)CCc1c(C)nc2cc(-c3cccc(F)c3)nn2c1C	-7	-19%	-6%	3.1%	9%	3%	-14%	0	-7%
O=C(NCc1ccccn1)C1C2C=CC(C2)C1C(=O)Nc1ccc(F)cc1 (stereo not drawn)	-3	-5%	0%	0.5%	-10%	-2%	0%	9	1%
Cc1ccc(NC(=O)Cc2ccc(-n3c(C)nc4cccnc43)cc2)cc1C	-7	?	-2%	4.5%	?	1%	-10%	-3	-3%
CC(NC(=O)OCc1ccccc1)C(=O)OCN1C(=O)c2ccccc2C1=O (stereo not drawn)	-6	5%	2%	2.9%	-7%	5%	-2%	8	-5%
Nc1nc(SCC(=O)Nc2c(Br)cc([N+](=O)[O-])cc2Br)n[nH]1	-3	-5%	0%	0.0%	-4%	-5%	-1%	4	-2%
Cc1cccc(N2C(=O)CCC2=O)n1	-3	-6%	2%	0.3%	6%[57.1 µM]	14%	-1%	3	-4%
CC(C)(C)S(=O)N1Cc2cc(C(=O)N3CCc4ccccc4C3)nc(-c3cccc(-c4ccncc4)c3)c2[C@H]1CCO (stereo partly drawn)	0	nt	-6%	nt	nt	nt	nt	-8	1%

Exported with each value named: part of the list above
Nc1nc(SCC(=O)Nc2c(Br)cc([N+](=O)[O-])cc2Br)n[nH]1
  LDHA inh = -3; USP1 inh = -5%; Vif-APOBEC3G blk = 0%; RXFP1 ag = 0.0%; TrxR1 substrate = -4%; Vif-A3F inh = -5%; mIDH1 inhibitor = -1%; PI4K2A block = 4; Glioma ERSR ind = -2%
Cc1cccc(N2C(=O)CCC2=O)n1
  LDHA inh = -3; USP1 inh = -6%; Vif-APOBEC3G blk = 2%; RXFP1 ag = 0.3%; TrxR1 substrate = 6%[57.1 µM]; Vif-A3F inh = 14%; mIDH1 inhibitor = -1%; PI4K2A block = 3; Glioma ERSR ind = -4%

Further compounds
SMILES	LDHA inh	USP1 inh	Vif-APOBEC3G blk	RXFP1 ag	TrxR1 substrate	Vif-A3F inh	mIDH1 inhibitor	PI4K2A block	Glioma ERSR ind
CCOC(=O)N1CCN(c2c(-c3ccc(C)cc3)c(=O)c2=O)CC1	-15	-8%	1%	1.0%	-4%	-7%	16%	4	-7%
CCCCn1c(/N=C/c2cc(OC)ccc2O)nc2ccccc21	10	-19%	1%	-0.6%	1%	-2%	6%	2	2%
Cn1c(CSc2ccccc2)c(C#N)c2ccccc21	4	-7%	2%	4.2%	-3%	-14%	15%	-2	8%
CCOC(=O)/C=C/[C@H]1Cc2ccccc2CO1	-9	22%	1%	-0.2%	-4%	1%	1%	1	-1%
Cc1ccc(CN2CCC2(C)C(=O)NC(C)C)cc1 (stereo not drawn)	-4	nt	0%	nt	nt	nt	nt	3	-3%
COc1cccc(C2(c3cccc(OC)c3)CC2C(=O)Nc2ccc(F)cc2)c1 (stereo not drawn)	-1	-20%	-1%	2.8%	7%[57.1 µM]	-1%	36%[activator]	0	1%
O=C(O)c1ccc(/C=C2\SC(=S)N(NC(=O)c3ccc(Br)cc3)C2=O)cc1	-6	-14%	9%	4.5%	-7%	5%	-5%	-10	-1%
COc1ccccc1C/C(N)=N/OC(=O)c1cccs1	-1	-16%	-17%	0.0%	0%[57.1 µM]	-1%	4%	2	1%
CC[C@H](NC(=O)CC[C@H]1O[C@@H](n2cnc3c(NC(=O)c4ccccc4)ncnc32)[C@H](O)[C@@H]1O)c1ccccc1	-1	nt	-5%	nt	nt	nt	nt	1	-5%
O=C(CCS(=O)(=O)c1ccccc1)OCc1ccc([N+](=O)[O-])cc1	-11	-15%	-1%	1.7%	-29%	-1%	-1%	0	-6%
CN(C)NC(=O)c1ccsc1NC(=O)c1ccc(S(=O)(=O)N(C)C)cc1	-3	-20%	2%	-3.0%	-7%	4%	2%	-1	-2%
O=C1OC[C@H](Cc2ccc3c(c2)OCO3)/C1=C\c1ccc2c(c1)OCO2	1	-19%	-1%	1.6%	-2%[57.1 µM]	-8%	-2%	4	-4%
Cc1ccc2c(CNCCc3ccccc3)c(C(=O)O)n(Cc3ccccc3C)c2c1	-7	-19%	-3%	2.3%	-2%	-8%	-3%	-2	-3%
O=C(NC1CC1)c1ccc(NC(=O)C2CCC2)cc1	-6	-4%	-1%	nt	-6%	0%	-4%	-3	15%
CCOc1ccc2nc(NCCNC(=O)CC)c(C#N)cc2c1	12	-12%	1%	1.5%	100%[activator]	-11%	6%	0	-5%
CC(=O)Nc1ccc(NC(=O)C(NS(=O)(=O)c2cccc3nsnc23)C(C)C)cc1 (stereo not drawn)	-4	-14%	-1%	0.7%	-7%	-1%	9%	1	-5%
CC(C)CCN1CCN(Cc2ccc(C(F)(F)F)cc2)CC1CCO (stereo not drawn)	-2	-19%	6%	0.7%	9%	-4%	6%	-22	-1%
COc1ccc(C=NNc2ccc([N+](=O)[O-])cc2S(=O)(=O)Nc2ccccc2C(=O)O)cc1OC	-10	-11%	3%	nt	-8%[57.1 µM]	3%	-34%	-1	2%
O=C(NCc1cn(-c2ccccc2)nc1-c1ccccc1)c1cc([N+](=O)[O-])cc([N+](=O)[O-])c1	-4	8%	0%	-1.2%	13%[57.1 µM]	-25%	3%	0	1%
Cc1c(C(=O)OCC(=O)N2c3ccccc3CC2C)oc2ccccc12 (stereo not drawn)	-8	-5%	0%	5.1%	-5%[57.1 µM]	-3%	12%	-11	-6%
Cc1cc2cc(CN(Cc3ccc4c(c3)OCO4)C(=O)c3ccco3)c(=O)[nH]c2cc1C	-9	-27%	-16%	3.7%	7%	nt	10%	-12	-5%
Cc1cc(C)c(C#N)c(SC(C(=O)NC(C)(C)C)c2ccccc2)n1 (stereo not drawn)	-1	-11%	-1%	2.0%	6%[57.1 µM]	10%	13%	-2	-3%
O=C(NCCc1nc2ccccc2[nH]1)c1ccc([N+](=O)[O-])cc1	-1	-13%	3%	0.3%	4%[57.1 µM]	1%	-1%	0	3%
O=C(COC(=O)/C=C/c1ccccc1)NNC(=O)c1ccc([N+](=O)[O-])cc1	-3	-18%	-2%	-0.5%	-1%[57.1 µM]	6%	-3%	-5	-1%
O=C(O)CC(C(=O)O)n1nc(-c2ccccc2)cc1-c1ccccc1 (stereo not drawn)	-3	-2%	-1%	1.2%	3%	nt	11%	-3	5%
O=C1COc2ccc(S(=O)(=O)N3CCCC3)cc2N1	-5	-4%	3%	0.8%	-2%	4%	-1%	2	-4%
COc1ccc(OC)c(/C=N\NC(=O)c2c(C)nc3cc(C)ccn23)c1	-3	?	0%	1.4%	139%	2%	2%	-4	1%
Cc1ccc(N2C(=O)NC(NS(=O)(=O)c3ccc(Cl)cc3)(C(F)(F)F)C2=O)cc1C (stereo not drawn)	-9	-4%	-6%	-1.0%	0%	1%	14%	2	-2%

Reprinted at random: 2 entries already listed.
SMILES	LDHA inh	USP1 inh	Vif-APOBEC3G blk	RXFP1 ag	TrxR1 substrate	Vif-A3F inh	mIDH1 inhibitor	PI4K2A block	Glioma ERSR ind
Nc1nc(SCC(=O)Nc2c(Br)cc([N+](=O)[O-])cc2Br)n[nH]1	-3	-5%	0%	0.0%	-4%	-5%	-1%	4	-2%
Cc1cc2cc(CN(Cc3ccc4c(c3)OCO4)C(=O)c3ccco3)c(=O)[nH]c2cc1C	-9	-27%	-16%	3.7%	7%	nt	10%	-12	-5%

Source: PubChem BioAssay
